CHT block: inhibits the human high affinity choline transporter; Q9GZV3; CHT-expressing cells, membrane potential dye, choline response; stronger effect = lower value; B-score at 10 µM; hit rate 0.86% among 310,000; AID 488975;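 active = B-score over 3 SD under the library average, and starting fluorescence ratio not unusually high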;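 note: choline stimulus applied at its EC90 after an EC20 pre-addition; B-score computed on integrated fluorescence ratio after choline addition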
Target sequence (Q9GZV3 whole entry, looked up): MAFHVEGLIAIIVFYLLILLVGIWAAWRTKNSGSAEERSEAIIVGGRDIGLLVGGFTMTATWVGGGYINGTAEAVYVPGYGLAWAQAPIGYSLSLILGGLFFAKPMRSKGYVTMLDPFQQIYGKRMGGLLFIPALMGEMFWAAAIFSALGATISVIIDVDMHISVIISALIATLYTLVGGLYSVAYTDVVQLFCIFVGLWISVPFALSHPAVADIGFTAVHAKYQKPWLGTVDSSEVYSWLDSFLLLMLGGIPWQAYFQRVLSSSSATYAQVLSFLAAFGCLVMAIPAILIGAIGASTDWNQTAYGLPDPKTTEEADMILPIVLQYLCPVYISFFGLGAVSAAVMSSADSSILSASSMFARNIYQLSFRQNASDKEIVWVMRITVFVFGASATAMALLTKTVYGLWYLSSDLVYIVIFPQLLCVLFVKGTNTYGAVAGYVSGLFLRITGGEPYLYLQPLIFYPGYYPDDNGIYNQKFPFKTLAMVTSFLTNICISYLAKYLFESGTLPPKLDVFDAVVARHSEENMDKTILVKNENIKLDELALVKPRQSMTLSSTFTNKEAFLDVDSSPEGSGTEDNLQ
Kir21 block: blocks the mouse Kir2.1 inward-rectifier potassium channel; HEK293-Kir2.1, FluxOR thallium flux fluorescence; stronger effect = lower value; B-score at 10 µM; hit rate 0.85% among 310,000; AID 1672;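 active = fluorescence ratio B-score at or below minus 3 SD of library scores, with starting-brightness B-score within 2 SD, cut at about -4.2 in these data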;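 note: channel flux triggered by added potassium and thallium sulfate stimulus; B-score of peak minus minimum fluorescence over baseline after thallium stimulus; more negative B-score means stronger Kir2.1 block with less thallium influx; some compounds called inactive have numbers as strong as hits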
Target sequence (P35561 whole entry, looked up): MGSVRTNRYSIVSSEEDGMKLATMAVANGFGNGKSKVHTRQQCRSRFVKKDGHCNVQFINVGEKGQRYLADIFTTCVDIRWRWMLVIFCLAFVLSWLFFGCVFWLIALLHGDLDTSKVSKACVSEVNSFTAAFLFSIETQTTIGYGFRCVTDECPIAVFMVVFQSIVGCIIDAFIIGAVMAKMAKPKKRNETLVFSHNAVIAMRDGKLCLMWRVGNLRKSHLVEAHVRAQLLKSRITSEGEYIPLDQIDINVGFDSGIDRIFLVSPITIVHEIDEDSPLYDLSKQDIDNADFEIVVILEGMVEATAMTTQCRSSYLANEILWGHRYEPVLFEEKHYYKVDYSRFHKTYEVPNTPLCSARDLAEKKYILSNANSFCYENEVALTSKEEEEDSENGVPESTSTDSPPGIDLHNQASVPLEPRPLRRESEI
* marks the source's active call; other numbers are inactive results; i = inactive; / = no result given.

SMILES	CHT block	Kir21 block
Cc1cccc(N2C(=NC(=O)c3ccccc3)SC3CS(=O)(=O)CC32)c1 (stereo not given)	i	-1.2
CCc1nnc(NC(=O)CSc2nnnn2C)s1	i	-1.4
CCCC(=O)C1=C(O)C(C(=O)OC)C(C)(C)CC1=Nc1ccc(Br)cc1 (stereo not given)	i	0.41
Clc1ccc(OCCCc2nc(-c3cccnc3)no2)c(Cl)c1	i	-0.68
C[C@H](NC(=O)N1CCn2c1nc1ccccc12)C(=O)NC1CCCCC1	i	0.39
O=C(COc1ccccc1Cl)Nc1ccc(N2CCCC2)cc1	i	-0.11
O=C1C(C=Nc2ccccc2O)=C(O)c2ccccc21	i	-1.3
Cc1cc(C)cc(NC(N)=S)c1	i	0.85
C/C(=N\N1CCN(c2ccccc2)CC1)c1ccco1	i	-0.76
CCOC(=O)c1csc(COc2ccc(OC)cc2)n1	i	0.16
CN(C)CCNC(=O)C1CC(=O)N(c2ccc(F)c(Cl)c2)C1 (stereo not given)	i	-0.59
CCOC(=O)c1c(NC(=O)C(C)N2CCN(S(=O)(=O)c3cccs3)CC2)sc2c1CCC(C)C2 (stereo not given)	i	1.5
O=C(NC1CCCCCC1)c1c(O)nc2sccn2c1=O	i	0.16
Nc1cc(C(=O)O)ccc1Sc1ccccc1C(=O)O	i	-0.25
COc1ccccc1NC(=O)NNC(=O)CN1C(=O)COc2ccccc21	i	2
CC(C)C(OC(=O)c1cc2sccc2n1C)C(=O)NCC1CCCO1 (stereo not given)	i	-0.1
COc1ccc(-n2c(=O)cc(N3CC(C)OC(C)C3)[nH]c2=O)cc1 (stereo not given)	i	2
Cc1ccc(Cl)cc1N1CCN(S(=O)(=O)c2cc3c(cc2C)NC(=O)CO3)CC1	i	1.2
CSc1cccc(NC(=O)C2C3C=CC4(O3)C2C(=O)N(CCCN2CCOCC2)C4C(=O)NC2CCCCC2)c1 (stereo not given)	i	-0.6
CCc1nnc(NC(=O)CSc2nccn2-c2cccc(C)c2)s1	i	0.74
NS(=O)(=O)c1cc2c(cc1Cl)NCNS2(=O)=O	i	-0.54
OCCCNc1ncnc2sc3c(c12)CCN(Cc1ccccc1)C3	i	-1.4
O=C(C1CCC(=O)N(C2CCCC2)C1)N1CCN(c2ccccc2Cl)CC1 (stereo not given)	i	0.03
CCN1CC(CN(C)Cc2nc(-c3ccc(OC)c4ccccc34)oc2C)CC1=O (stereo not given)	i	-0.12
CNC(=O)COC(=O)c1ccc(NC(=O)CC#N)cc1	i	-1.4
SMILES	CHT block	Kir21 block
COc1ccccc1OCc1nnc(SCC(=O)Nc2nnc(C3CC3)s2)n1C	i	0.35
Nc1ccc(C(=O)N/N=C/c2sc(N3CCOCC3)nc2-c2ccccc2)cc1	i	-2.4
CCC(=O)Nc1ccccc1-c1nc2ccccc2[nH]c1=O	i	-1.8
Oc1ccc(NCc2cccc(OCc3ccccc3)c2)cc1	i	-0.08
CC(C(=O)N1c2ccccc2Sc2ccccc21)n1nnc(-c2cccs2)n1 (stereo not given)	i	-0.38
COc1ccc(C2=NN(C(=O)c3ccccc3)C(c3ccc(OC)c(OC)c3)C2)c(O)c1 (stereo not given)	/	-0.76
O=C(COc1ccc2c3c(c(=O)oc2c1)CCCC3)NCc1ccccn1	i	1.4
Cc1c(Cl)cccc1N(CC(=O)NC(C)c1ccccc1)S(C)(=O)=O (stereo not given)	i	-0.69
CS(=O)(=O)N(CC(=O)N1CCOCC1)c1ccccc1	i	0.54
CCN(c1ccccc1)S(=O)(=O)c1nnc(NC(=O)C(C)C)s1	i	1.8
CC(C)Oc1ccc(C2CC(=O)N(c3cccc(C(=O)O)c3)C2=O)cc1 (stereo not given)	i	1.4
CCc1ccc(N(CC(=O)NC)S(C)(=O)=O)cc1	i	0.02
Cc1ccc2ncnc(Nc3ccc(C)c(C)c3)c2c1	i	-0.96
Cc1ccc(-n2nc(C(=O)N3CCOCC3)cc2-c2ccc(Cl)cc2)cc1	i	-0.66
CCOCCn1c(N2CCN(c3ccccc3)CC2)nc2c1c(=O)n(C)c(=O)n2C	i	-0.89
COc1cccc(C(c2sc3ncnn3c2O)N2CCc3ccccc3C2)c1 (stereo not given)	i	0.16
COc1ccc(OC)c(NC(=O)CSc2nnc(C)n2Cc2ccccc2)c1	i	-0.87
Cc1cc(C)nc(NS(=O)(=O)c2ccc(NC(=S)NC(=O)C(C)C)cc2)n1	i	-0.21
CCCc1cc(C(=O)Nc2ccc(Cl)cn2)cs1	i	-0.06
COc1ccc(C2CC(=O)C(C=NCCN3CCN(C(=S)Nc4ccccc4)CC3)=C(O)C2)cc1 (stereo not given)	i	-1.3
CC1CCCCC12NC(=O)N(CC(=O)Nc1cccnc1Cl)C2=O (stereo not given)	i	-0.71
COCCCNc1ncnc2sc3c(c12)CCC(C)C3 (stereo not given)	i	0.08
OCCCn1c(C2CCCN2c2nc(-c3ccc(F)cc3)cs2)nc2cc(C(F)(F)F)ccc21 (stereo not given)	i	0.48
CCN(CCCC(=O)c1ccc(F)cc1)CCc1ccccc1	i	-0.46
O=C(CSc1nnc(Cc2ccc(Cl)cc2)o1)Nc1ccccc1	i	2.1

In another format: results already given
The line under a structure holds: CHT block | Kir21 block
- Cc1cccc(N2C(=NC(=O)c3ccccc3)SC3CS(=O)(=O)CC32)c1 (stereo not given)
→ i | -1.2
- CCc1nnc(NC(=O)CSc2nnnn2C)s1
→ i | -1.4
- CCCC(=O)C1=C(O)C(C(=O)OC)C(C)(C)CC1=Nc1ccc(Br)cc1 (stereo not given)
→ i | 0.41
- Clc1ccc(OCCCc2nc(-c3cccnc3)no2)c(Cl)c1
→ i | -0.68
- C[C@H](NC(=O)N1CCn2c1nc1ccccc12)C(=O)NC1CCCCC1
→ i | 0.39
- O=C(COc1ccccc1Cl)Nc1ccc(N2CCCC2)cc1
→ i | -0.11
- O=C1C(C=Nc2ccccc2O)=C(O)c2ccccc21
→ i | -1.3
- Cc1cc(C)cc(NC(N)=S)c1
→ i | 0.85
- C/C(=N\N1CCN(c2ccccc2)CC1)c1ccco1
→ i | -0.76
- CCOC(=O)c1csc(COc2ccc(OC)cc2)n1
→ i | 0.16
- CN(C)CCNC(=O)C1CC(=O)N(c2ccc(F)c(Cl)c2)C1 (stereo not given)
→ i | -0.59
- CCOC(=O)c1c(NC(=O)C(C)N2CCN(S(=O)(=O)c3cccs3)CC2)sc2c1CCC(C)C2 (stereo not given)
→ i | 1.5
- O=C(NC1CCCCCC1)c1c(O)nc2sccn2c1=O
→ i | 0.16
- Nc1cc(C(=O)O)ccc1Sc1ccccc1C(=O)O
→ i | -0.25
- COc1ccccc1NC(=O)NNC(=O)CN1C(=O)COc2ccccc21
→ i | 2

Further compounds.
SMILES	CHT block	Kir21 block
COc1ccccc1N1CCN(S(=O)(=O)c2ccc(Cl)s2)CC1	i	-0.63
CCOC(=O)N1CCC(NC(=O)c2ccc(CS(=O)(=O)c3ccc(OC)cc3)o2)CC1	i	-0.43
CN(C)CCCNC(=O)/C(=C/c1ccc(-c2ccc([N+](=O)[O-])cc2)o1)NC(=O)c1ccccc1	i	-1.6
COc1cccc(NC(=O)Nc2ccccc2SC)c1	i	-0.52
Cc1sc2ncnc(N3CCN(C(=O)c4ccco4)CC3)c2c1C	i	0.72
Cc1ccccc1-n1c(C)nnc1SCC(=O)N(C)C1CCS(=O)(=O)C1 (stereo not given)	i	2.3
CC(C)(C)N1C(=O)[C@H]2[C@@H](c3ccc(Br)cc3)N3C(=O)N(c4ccccc4)C(=O)[C@@]3(C)[C@H]2C1=O	i	-1.1
CCOc1ccc(N2CC(C(=O)N3CCCC3)CC2=O)cc1 (stereo not given)	i	0.38
CNC(=O)c1[nH]nc2c1CCc1ccccc1-2	i	-0.83
CCN(c1ccc(OC)cc1)S(=O)(=O)N1CCCC(C(=O)NCc2cccc(C)c2)C1 (stereo not given)	i	-0.82
Cc1cc(C)n(C(C[N+](=O)[O-])c2ccc(Cl)cc2)n1 (stereo not given)	i	-5.2*
Cc1noc(C)c1C(=O)Nc1nnc(-c2ccccc2)s1	i	0.01
Cc1ccc(C(=O)Nc2cc3ccccc3oc2=O)cc1	i	0.02
O=C(/C=C/c1ccccc1)Oc1cccc2cccnc12	i	-0.86
O=C(Nn1cnc2ccccc2c1=O)c1cccc(Cl)c1	i	-2.3
Cc1cc(=O)[nH]c(SCc2cc(Cl)ccc2OC(F)F)n1	i	-0.06
CCN1CCN(C(=O)CCN2C(=O)c3ccccc3C2=O)CC1	i	0.49
FC(F)(F)c1cccc(N2CCN(Cc3cccnc3)CC2)c1	i	0.38
CCCCOCCCNC(=O)/C=C/c1ccccc1Cl	i	0.08
COc1cc(S(=O)(=O)N2CCN(C)CC2)c(OC)cc1Br	i	-1.7
COc1cccc(N=CC2=C(O)CCCC2=O)c1	i	0.45
O=CN1CC(=O)N(c2ccccc2)c2c([nH]c3ccccc23)C1	i	-0.74
CCOP(=O)(OCC)C(Nc1cccc(C(F)(F)F)c1)c1ccc(Br)cc1 (stereo not given)	/	1.4
C=COCCNC(=O)C(=O)NC(C)C	i	0.84
COc1ccccc1O	i	1.4
SMILES	CHT block	Kir21 block
CCOC(=O)N1CCN(C(=O)c2cnc(Nc3ccccc3OC)c3ccccc23)CC1	i	/
COC(=O)c1nc2cc(C)ccn2c1F	i	0.04
CCOC(=O)c1nonc1NC(C)=O	i	-0.14
S=C(Nc1ccccc1)Nc1cccc(Br)c1	i	0.67
CCCCN(CC(O)COc1cccc(C)c1)CC(O)COc1cccc(C)c1 (stereo not given)	i	-3
Cc1ccc(Cn2nc(C)c(NC(=O)c3nn(C)cc3Cl)c2C)cc1	i	0.53
CCCCS(=O)(=O)NC1=NCN(CC)CN1	i	1.6
CCSc1nnc(NC(=O)NCC(F)(F)F)s1	i	-1.1
O=S(=O)(c1ccccc1)N1CCN(Cc2ccccc2C(F)(F)F)CC1	i	/
Cc1nnc(SCC(=O)Nc2ccc(-c3nc4ccccc4s3)cc2)s1	i	0.48
O=C(c1ccc2c(c1)OCO2)C1CCCN(Cc2cn[nH]c2-c2ccccc2)C1 (stereo not given)	i	-0.34
COc1ccccc1N=Nc1[nH]c2ccc(C)cc2c1O	i	1.4
CCOCCCNC(=O)c1oc2ccc3c(c2c1C)C(O)CC(C)(C)O3 (stereo not given)	i	1
CCOC(=O)N1CCN(Cc2cc(=O)oc3cc4c(cc23)CCC4)CC1	i	0.25
CCOc1ccc(CSCCNC(=S)Nc2ccccc2)cc1	i	-3.4
CC(=O)Nc1ccc(S(=O)(=O)N/N=C/c2ccc(C)o2)cc1	i	0.5
CN1CCN(S(=O)(=O)c2ccc(C(=O)Nc3ccccc3)cc2)CC1	i	-0.73
Cc1ccc(NC(=O)Nc2ccc(Cl)cn2)cc1	/	-0.43
CCn1c(=O)cc(OCC(=O)NCCc2cccc(C)c2)c2ccccc21	i	-1.5
Cc1[nH]c(=O)[nH]c(=O)c1CSCC(=O)OCC(=O)c1ccc(Br)cc1	i	0.47
CC1=C(C(=O)O)N2C(=O)C(NC(=O)c3ccn(C)n3)C2SC1 (stereo not given)	i	-0.08
CC1(C)CC(=O)c2cc(OCC(=O)N3CCOCC3)ccc2O1	i	1.1
CCOC(=O)c1c(NC(=O)CSc2nnc3c(Cl)cc(Cl)cn23)sc2c1CCC2	i	-4.3*
COc1cccc(CNCc2ccc(SC)cc2)c1OC	i	-1.2
CCN(CC)c1ccc(C(=O)NC(=S)Nc2cc(S(=O)(=O)N3CCOCC3)ccc2-n2cncn2)cc1	i	-1.6
SMILES	CHT block	Kir21 block
C(=N\Nc1nc2ccccc2[nH]1)/c1cccs1	i	1.1
COc1ccc(C(=O)CCC(=O)O)c(C)c1	i	1.2
C[C@H](NC(=O)c1nc[nH]c1C(=O)N(C)Cc1ccccc1)C(=O)OC(C)(C)C	i	/
Cc1ccc(-n2c(C)cc(/C=C3/SC(=O)N(CC(=O)N4CCOCC4)C3=O)c2C)nc1	i	-0.51
O=C(CCCSc1nc2ccccc2[nH]1)Nc1nnc(C2CC2)s1	i	0.65
COc1ccccc1CNC(=O)CN(c1ccc(C)cc1)S(=O)(=O)c1c(C)nn(C)c1C	i	-0.68
COc1ccc(CC/C(=N\O)C2(O)CCCCC2)cc1	i	-1.7
COc1ccc(Br)cc1-c1noc(-c2ccccc2F)n1	i	-1.2
CCOC(=O)c1cccc(NC(=O)C2CCCN(S(=O)(=O)c3c(C)n[nH]c3C)C2)c1 (stereo not given)	i	0.89
COCCCn1c(=O)c2ccccc2n(CC(=O)Nc2ccc3c(c2)OCCO3)c1=O	i	-0.48
Cc1ccc2c(-c3csc(N)n3)c[nH]c2c1	i	-0.18
O=c1oc(/C=C/c2ccc([N+](=O)[O-])s2)nc2ccccc12	i	-0.91
COc1ccc(Cn2nnc3c(=O)[nH]c(C(=O)NCCc4ccc(F)cc4)nc32)cc1OC	i	3.3
Cc1ccccc1C(=O)NNc1ccc([N+](=O)[O-])cc1	i	1.4
Cc1nn(CCCC(=O)NCc2ccccc2)c(C)c1[N+](=O)[O-]	i	0.01
CCOc1cc(/C=C(\C#N)c2nc3ccccc3[nH]2)ccc1OC(C)C(=O)O (stereo not given)	i	-0.04
COc1cccc(CNC(=O)c2ccc(C)c(NC3=NC4CS(=O)(=O)CC4S3)c2)c1 (stereo not given)	i	1.1
Cn1c(SCC(=O)N/N=C/c2ccc(O)c(O)c2)nc2ccccc21	i	1.4
Cc1ccc(C2(C)NC(=O)N(CC(=O)Nc3cc(C)on3)C2=O)cc1 (stereo not given)	i	1.4
CC1CCc2sc3ncn4nc(C(=O)NCc5ccco5)nc4c3c2C1 (stereo not given)	i	0.07
Cc1ccc(-n2c(CC#N)n[nH]c2=S)c(C)c1	i	-0.33
CCOC(=O)C1C(=O)CC(C)(O)C(C(=O)OCC)C1c1ccc(NC(C)=O)cc1 (stereo not given)	i	-0.15
COc1ccc(NC(=O)C2=Cc3cccc(OC)c3OC2)cc1	i	1.1
Cc1cc(C)n2nc(-c3ccc(Cl)cc3)cc2n1	i	-0.15

Assay outcomes from PubChem BioAssay.
